From PubChem BioAssay
KCNK3 block = human KCNK3 channel inhibition, primary screen; B-score at 10 µM; CHO-KCNK3 thallium flux, FluxOR fluorescence; stronger effect = lower value; O14649; 0.84% of 340,000 active; AID 602410;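 active = B-score under library mean minus 4 SD, starting fluorescence ratio at most library mean plus 5 SD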;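 also: more negative B-score means stronger inhibition of thallium flux through KCNK3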
TRPC4 act = TRPC4 (mouse) channel activation; Q9QUQ5; HEK293 TRPC4beta/mu-opioid, Fluo4 calcium fluorescence; stronger effect = higher value; B-score at 10 µM; 0.49% of 310,000 active; AID 2237;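 active = B-score above 5 SD of library B-scores, and initial fluorescence ratio not above library mean plus 5 SD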;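 also: positive B-score marks a calcium rise read as TRPC4 activation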
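Assay system – TRPC4beta and mu-opioid receptor HEK293 stable cells · Measured by – Fluo4 fluorescence, kinetic · Schedule – dye loading 45 min room temperature, 110 s kinetic read · Read-out – B-scored integrated calcium fluorescence ratio · Controls – buffer and maximal DAMGO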
KCNK9 block = inhibitors of human KCNK9 two-pore domain potassium channel; B-score at 10 µM; HEK293 KCNK9, FluxOR thallium flux fluorescence; stronger effect = lower value; AID 488922; Q9NPC2; 1.2% of 310,000 active;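 active = ratio B-score over 3 SD below the library mean, with starting fluorescence within 5 SD of its mean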;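 also: negative B-score means less thallium flux so channel inhibition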
TRPC4 inh = TRPC4 (mouse) channel inhibition. Q9QUQ5. HEK293 TRPC4beta/mu-opioid, DAMGO-evoked Fluo4 calcium flux; stronger effect = lower value. B-score at 10 µM. 0.39% of 300,000 active. AID 2247;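 active = B-score over 3 SD under the library average, no early fluorescence shift, positive overall ratio signal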
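Assay system: Stable TRPC4beta/mu-opioid receptor HEK293 cells | Reagent: DAMGO in two steps, submaximal then maximal | Compound dosing: Single concentration per test compound | Signal: Fluo4 Ca2+ flux fluorescence | Evaluation: Per-well B score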
KCNQ1 inh = blocks the human KCNQ1 potassium channel. 1.3% of 310,000 active. B-score at 10 µM. CHO-K1 KCNQ1, FluxOR thallium flux fluorescence; stronger effect = higher value. P51787;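 active = compounds whose thallium flux B-score, printed positive for inhibition, exceeds three library SD while starting fluorescence stays within three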;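 also: channel opened by potassium depolarization with thallium stimulus after 20 min compound exposure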
KCNQ1 act = human KCNQ1 channel potentiation or activation; 0.35% of 310,000 active; AID 2648; P51787; B-score at 10 µM; CHO-K1 KCNQ1, thallium flux FluxOR fluorescence; stronger effect = higher value;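 active = fluorescence ratio B-score, a plate-corrected score, at least three library SD, with initial intensity B-score within 5 SD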
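Assay system: stable KCNQ1 CHO-K1 line; medium: assay buffer, equal DMSO in all wells; timing: 90 min dye loading and 20 min compound exposure, both at room temperature; technique: kinetic FluxOR thallium fluorescence, 10-s 1-Hz baseline, 110-s post-stimulus read; read-out basis: B score of baseline-normalized fluorescence ratio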
hERG rescue = compounds protecting human hERG from proarrhythmic drug block; CHO-hERG, FluxOR thallium flux, dofetilide IC70 present; activation (rescue from dofetilide block), less the hit threshold, % at 10 µM; 0.51% of 310,000 active; AID 1511;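 active = activation above the mean of controls blocked by dofetilide plus 5 SD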;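 also: thallium influx through hERG after potassium depolarization seen as dye fluorescence rise; in these data hits start at about 4.7%; inactives centre near -7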
Target sequence (Q12809 whole entry, looked up): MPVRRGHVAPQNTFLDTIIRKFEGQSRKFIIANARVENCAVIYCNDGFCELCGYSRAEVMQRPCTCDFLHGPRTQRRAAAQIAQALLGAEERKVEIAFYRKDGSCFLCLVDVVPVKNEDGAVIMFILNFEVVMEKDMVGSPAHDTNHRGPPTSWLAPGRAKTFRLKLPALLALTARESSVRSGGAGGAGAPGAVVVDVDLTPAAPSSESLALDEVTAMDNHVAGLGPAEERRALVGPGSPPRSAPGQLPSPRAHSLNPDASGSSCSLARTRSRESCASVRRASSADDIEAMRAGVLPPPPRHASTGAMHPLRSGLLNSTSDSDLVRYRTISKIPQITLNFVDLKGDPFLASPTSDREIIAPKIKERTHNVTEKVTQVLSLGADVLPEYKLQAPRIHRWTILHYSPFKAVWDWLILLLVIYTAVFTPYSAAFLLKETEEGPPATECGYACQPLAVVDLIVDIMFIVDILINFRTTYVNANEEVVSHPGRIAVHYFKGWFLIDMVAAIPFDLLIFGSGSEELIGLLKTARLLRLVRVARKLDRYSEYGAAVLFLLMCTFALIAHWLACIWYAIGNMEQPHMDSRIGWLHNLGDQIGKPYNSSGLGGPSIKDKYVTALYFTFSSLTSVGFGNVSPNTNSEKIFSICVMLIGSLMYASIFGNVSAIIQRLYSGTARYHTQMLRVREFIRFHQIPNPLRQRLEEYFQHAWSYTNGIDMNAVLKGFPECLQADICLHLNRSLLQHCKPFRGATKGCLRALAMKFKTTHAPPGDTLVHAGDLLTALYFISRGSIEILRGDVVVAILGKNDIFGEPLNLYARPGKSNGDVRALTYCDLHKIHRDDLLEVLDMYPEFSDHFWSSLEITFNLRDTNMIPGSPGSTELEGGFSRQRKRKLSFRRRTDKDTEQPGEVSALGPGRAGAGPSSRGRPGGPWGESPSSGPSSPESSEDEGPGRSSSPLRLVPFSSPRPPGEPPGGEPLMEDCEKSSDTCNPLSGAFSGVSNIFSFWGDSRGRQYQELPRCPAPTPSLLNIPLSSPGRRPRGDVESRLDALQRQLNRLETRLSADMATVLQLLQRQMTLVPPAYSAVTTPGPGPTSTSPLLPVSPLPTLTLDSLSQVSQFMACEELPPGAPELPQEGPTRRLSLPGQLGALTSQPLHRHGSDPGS
PolyA inh = blocks polyadenylation in yeast reporter cells; calls only at 12 µM; S. cerevisiae SKY197-pL101 polyadenylation reporter, beta-gal luminescence; efflux-impaired pdr1/pdr3 knockout yeast; score 100 = 6 SD above DMSO; AID 1875; 0.02% of 300,000 active;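 active = lowest replicate activity score at least 50, where 100 means six control SD above control mean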;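 also: yeast exposed to compound for 9 h at 30 °C; higher score means more reporter readthrough which indicates perturbed polyadenylation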
DYRK1A inh = Dyrk1A (rat) kinase inhibition; inhibition, % at 12.5 µM; 0.43% of 310,000 active; ADP-Glo luminescence, NFATc1 peptide; AID 504441; Q63470; in the data active = inhibition above about 50%;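 also: plate controls were vehicle with enzyme for no effect and no enzyme for full effect; many of its hits are not listed in these tables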
TRPC4 potent = allosterically enhances the mouse TRPC4 cation channel; Q9QUQ5; HEK293 TRPC4beta/mu-opioid, DAMGO EC20, Fluo-4 Ca2+ flux; stronger effect = higher value; B-score at 10 µM; 0.42% of 310,000 active;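 active = B-score of calcium response area above 5 SD of library B-scores, with initial fluorescence ratio within 5 SD of library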;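 also: B-score of integrated fluorescence ratio over time as area under calcium response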
Platelet DG rel = platelet dense granule release activity | 0.22% of 300,000 active | human platelet-rich plasma, SFLLRN dense granule ATP release, luminescence | AID 1663 | inhibition, %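 (compounds screened at 7.5 µM in platelet-rich plasma)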;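 active = mean replicate score, as percent of positive control, at or above 50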
Active calls of the source: *. Some of the compounds tested. The share of hits here may be higher or lower than overall.

What do the screens show for `O=C(CCCC(=O)N(c1ccc2c(c1)OCCO2)C(C(=O)NC1CCCCC1)c1ccc(F)cc1)Nc1ccccn1` (configuration not stated)?
KCNK3 block: inactive; TRPC4 act: inactive; KCNK9 block: inactive; TRPC4 inh: inactive; KCNQ1 inh: inactive; KCNQ1 act: inactive; hERG rescue: -2.6; PolyA inh: inactive; TRPC4 potent: inactive; Platelet DG rel: -4.4

How did Cc1occc1-c1nnc(SCC(=O)N2CCc3ccccc32)o1 do in these assays?
KCNK3 block: inactive; TRPC4 act: inactive; KCNK9 block: inactive; TRPC4 inh: inactive; KCNQ1 inh: inactive; KCNQ1 act: inactive; hERG rescue: -5.7; PolyA inh: inactive; DYRK1A inh: 8.5; TRPC4 potent: inactive; Platelet DG rel: -2.6

What do the screens show for `O=C(CSc1nc2ccccc2c(=O)n1-c1ccc(F)cc1)NCc1ccco1`?
KCNK3 block: inactive; TRPC4 act: inactive; KCNK9 block: inactive; TRPC4 inh: inactive; KCNQ1 inh: inactive; KCNQ1 act: inactive; hERG rescue: -5.3; PolyA inh: inactive; DYRK1A inh: -1.2; TRPC4 potent: inactive; Platelet DG rel: 0.6

How did COCCn1nnnc1SCC(=O)c1ccc(F)cc1 do in these assays?
KCNK3 block: inactive; TRPC4 act: inactive; KCNK9 block: inactive; TRPC4 inh: inactive; KCNQ1 inh: inactive; KCNQ1 act: inactive; hERG rescue: -4.8; PolyA inh: inactive; DYRK1A inh: -5.3; TRPC4 potent: inactive; Platelet DG rel: -1.0

What do the screens show for `Cc1ccc(C)c(N2CCN(C(=O)c3ccc(Cl)c(NC4=NC5CS(=O)(=O)CC5S4)c3)CC2)c1` (configuration not stated)?
KCNK3 block: inactive; TRPC4 act: inactive; KCNK9 block: inactive; TRPC4 inh: inactive; KCNQ1 inh: inactive; KCNQ1 act: inactive; hERG rescue: -7.4; PolyA inh: inactive; DYRK1A inh: 0.8; TRPC4 potent: inactive; Platelet DG rel: 9.1

What do the screens show for `CCC(=O)Nc1c(C(=O)N2CCN(c3ccccn3)CC2)cnn1-c1ccc(C)cc1`?
KCNK3 block: inactive; TRPC4 act: inactive; KCNK9 block: inactive; TRPC4 inh: inactive; KCNQ1 inh: inactive; KCNQ1 act: inactive; hERG rescue: -3.3; PolyA inh: inactive; DYRK1A inh: 0.0; TRPC4 potent: inactive; Platelet DG rel: 3.4

What do the screens show for `Cc1ccccc1Cn1nc(C)c(NC(=O)c2nc3n(n2)C(C(F)F)CC(C)N3)c1C` (configuration not stated)?
KCNK3 block: inactive; TRPC4 act: inactive; KCNK9 block: inactive; TRPC4 inh: inactive; KCNQ1 inh: inactive; KCNQ1 act: inactive; hERG rescue: -3.9; PolyA inh: inactive; DYRK1A inh: 2.8; TRPC4 potent: inactive; Platelet DG rel: 0.8

What do the screens show for `CC(C)c1c(Cl)c(O)c(-c2ccccc2)c(=O)n1-c1ccc(F)cc1`?
KCNK3 block: inactive; TRPC4 act: inactive; KCNK9 block: inactive; TRPC4 inh: inactive; KCNQ1 inh: inactive; KCNQ1 act: inactive; hERG rescue: -2.4; PolyA inh: inactive; TRPC4 potent: inactive; Platelet DG rel: -2.7

Results for CC(CNS(=O)(=O)c1cc(Cl)ccc1Cl)CN(C)C (configuration not stated) ?
KCNK3 block: inactive; TRPC4 act: inactive; KCNK9 block: inactive; TRPC4 inh: inactive; KCNQ1 inh: inactive; KCNQ1 act: inactive; hERG rescue: -13.2; PolyA inh: inactive; DYRK1A inh: 6.5; TRPC4 potent: inactive; Platelet DG rel: -5.2

What do the screens show for `Cn1c(=O)[nH]c2c(nc(-c3ccc(Cl)cc3)n2C)c1=O`?
KCNK3 block: inactive; TRPC4 act: inactive; KCNK9 block: inactive; TRPC4 inh: inactive; KCNQ1 inh: inactive; KCNQ1 act: inactive; hERG rescue: -8.4; PolyA inh: inactive; DYRK1A inh: 36.8; TRPC4 potent: inactive; Platelet DG rel: 3.0

How did Cc1ccc(-c2cc(-c3ccccc3)no2)cc1 do in these assays?
KCNK3 block: inactive; TRPC4 act: inactive; KCNK9 block: inactive; TRPC4 inh: inactive; KCNQ1 inh: inactive; KCNQ1 act: inactive; hERG rescue: -4.3; PolyA inh: inactive; DYRK1A inh: 1.6; TRPC4 potent: inactive; Platelet DG rel: 19.7

Results for CCOc1ncccc1C(=O)NCc1ccc(C)cc1 ?
KCNK3 block: inactive; TRPC4 act: inactive; KCNK9 block: inactive; TRPC4 inh: inactive; KCNQ1 inh: inactive; KCNQ1 act: inactive; hERG rescue: -8.0; PolyA inh: inactive; DYRK1A inh: 2.5; TRPC4 potent: inactive; Platelet DG rel: 9.4

Results for S=c1[nH]nc(COc2ccc(Cl)cc2Cl)n1-c1ccccc1 ?
KCNK3 block: inactive; TRPC4 act: 54*; KCNK9 block: inactive; TRPC4 inh: inactive; KCNQ1 inh: inactive; KCNQ1 act: inactive; hERG rescue: -13.1; PolyA inh: inactive; TRPC4 potent: inactive; Platelet DG rel: -5.0

Results for COc1ccccc1N(CC(=O)NCC(C)C)S(=O)(=O)c1cccs1 ?
KCNK3 block: inactive; TRPC4 act: inactive; KCNK9 block: inactive; TRPC4 inh: inactive; KCNQ1 inh: inactive; KCNQ1 act: inactive; hERG rescue: -4.7; PolyA inh: inactive; DYRK1A inh: 10.5; TRPC4 potent: inactive; Platelet DG rel: 0.9

What do the screens show for `CC(=O)NC1(c2ccccc2)CCN(c2cc(C)nc(-c3ccccc3)n2)CC1`?
KCNK3 block: inactive; TRPC4 act: inactive; KCNK9 block: inactive; TRPC4 inh: inactive; KCNQ1 inh: inactive; KCNQ1 act: inactive; hERG rescue: -3.0; PolyA inh: inactive; DYRK1A inh: -1.4; TRPC4 potent: inactive; Platelet DG rel: 0.3

Results for CCNC(=S)NNC(=O)c1csc(CC)c1 ?
KCNK3 block: inactive; TRPC4 act: inactive; KCNK9 block: inactive; TRPC4 inh: inactive; KCNQ1 inh: inactive; KCNQ1 act: inactive; hERG rescue: -13.0; PolyA inh: inactive; DYRK1A inh: 8.3; TRPC4 potent: inactive; Platelet DG rel: 4.9

What do the screens show for `O=C(N/N=C/c1ccc(Br)o1)c1ccc2c(c1)OCCO2`?
KCNK3 block: inactive; TRPC4 act: inactive; KCNK9 block: inactive; TRPC4 inh: inactive; KCNQ1 inh: inactive; KCNQ1 act: inactive; hERG rescue: -4.2; PolyA inh: inactive; DYRK1A inh: 22.1; TRPC4 potent: inactive; Platelet DG rel: 22.3

How did CN(C)CCCN(C(=O)c1sc2ccccc2c1Cl)c1nc2ccc(F)cc2s1 do in these assays?
KCNK3 block: inactive; TRPC4 act: inactive; KCNK9 block: inactive; TRPC4 inh: inactive; KCNQ1 inh: inactive; KCNQ1 act: inactive; hERG rescue: -27.5; PolyA inh: inactive; DYRK1A inh: 13.2; TRPC4 potent: inactive; Platelet DG rel: -2.0

Results for CN=C(Nc1ccc2c(c1)OCO2)SC1CC(=O)N(c2ccccc2)C1=O (configuration not stated) ?
KCNK3 block: inactive; TRPC4 act: inactive; KCNK9 block: inactive; TRPC4 inh: inactive; KCNQ1 inh: inactive; KCNQ1 act: inactive; hERG rescue: -13.7; PolyA inh: inactive; DYRK1A inh: 1.9; TRPC4 potent: inactive; Platelet DG rel: 1.5

Results for COc1ccc(C(=O)/C=C/N(C)C)cc1OC ?
KCNK3 block: inactive; TRPC4 act: inactive; KCNK9 block: inactive; TRPC4 inh: inactive; KCNQ1 inh: inactive; KCNQ1 act: inactive; hERG rescue: -7.3; PolyA inh: inactive; DYRK1A inh: 3.1; TRPC4 potent: inactive

How did CC(C)c1ccc(C2C3CSCC=C3C(C#N)=C(N)C2(C#N)C#N)cc1 (configuration not stated) do in these assays?
TRPC4 act: inactive; KCNK9 block: inactive; TRPC4 inh: inactive; KCNQ1 inh: 12*; KCNQ1 act: inactive; hERG rescue: -20.5; PolyA inh: inactive; TRPC4 potent: 23*; Platelet DG rel: -2.9

What do the screens show for `Cn1c(=O)c2c(nc3n2CCS3)n(C)c1=O`?
KCNK3 block: inactive; TRPC4 act: inactive; KCNK9 block: inactive; TRPC4 inh: inactive; KCNQ1 inh: inactive; KCNQ1 act: inactive; hERG rescue: -9.6; PolyA inh: inactive; DYRK1A inh: -12.9; TRPC4 potent: inactive; Platelet DG rel: 6.1

How did CC1CCCN(C(=O)c2cc(S(=O)(=O)N3CCCCC3)c[nH]2)C1 (configuration not stated) do in these assays?
KCNK3 block: inactive; TRPC4 act: inactive; KCNK9 block: inactive; TRPC4 inh: inactive; KCNQ1 inh: inactive; KCNQ1 act: inactive; hERG rescue: -11.5; PolyA inh: inactive; DYRK1A inh: -1.4; TRPC4 potent: inactive; Platelet DG rel: -2.1

How did OCC1(Cc2ccc(F)cc2F)CCCN(Cc2ccc(Cl)cc2)C1 (configuration not stated) do in these assays?
KCNK3 block: inactive; TRPC4 act: inactive; KCNK9 block: inactive; TRPC4 inh: inactive; KCNQ1 inh: inactive; KCNQ1 act: inactive; hERG rescue: -5.1; PolyA inh: inactive; TRPC4 potent: inactive; Platelet DG rel: 0.3

Results for CCOC(=O)C1=C(C)NC(=O)NC1c1ccc(OC)c(Cl)c1 (configuration not stated) ?
KCNK3 block: inactive; TRPC4 act: inactive; KCNK9 block: inactive; TRPC4 inh: inactive; KCNQ1 inh: inactive; KCNQ1 act: inactive; hERG rescue: -8.9; PolyA inh: inactive; DYRK1A inh: -0.6; TRPC4 potent: inactive; Platelet DG rel: -6.3

Ordered by count of non-hydrogen atoms (falling): part of the list above.
How did CC(C)c1ccc(C2C3CSCC=C3C(C#N)=C(N)C2(C#N)C#N)cc1 (configuration not stated) do in these assays?
TRPC4 act: inactive; KCNK9 block: inactive; TRPC4 inh: inactive; KCNQ1 inh: 12*; KCNQ1 act: inactive; hERG rescue: -20.5; PolyA inh: inactive; TRPC4 potent: 23*; Platelet DG rel: -2.9

Results for CC(CNS(=O)(=O)c1cc(Cl)ccc1Cl)CN(C)C (configuration not stated) ?
KCNK3 block: inactive; TRPC4 act: inactive; KCNK9 block: inactive; TRPC4 inh: inactive; KCNQ1 inh: inactive; KCNQ1 act: inactive; hERG rescue: -13.2; PolyA inh: inactive; DYRK1A inh: 6.5; TRPC4 potent: inactive; Platelet DG rel: -5.2

What do the screens show for `Cn1c(=O)c2c(nc3n2CCS3)n(C)c1=O`?
KCNK3 block: inactive; TRPC4 act: inactive; KCNK9 block: inactive; TRPC4 inh: inactive; KCNQ1 inh: inactive; KCNQ1 act: inactive; hERG rescue: -9.6; PolyA inh: inactive; DYRK1A inh: -12.9; TRPC4 potent: inactive; Platelet DG rel: 6.1
